Assay outcomes: PubChem, National Center for Advancing Translational Sciences (NCATS)
USP1 inh: USP1/UAF1 (human) deubiquitinase inhibition. 390,000 compounds, 0.23% hits. AID 743255. O94782. recombinant USP1/UAF1, Ub-Rhodamine cleavage fluorescence. Potency, µM (series often up to 57.1 µM), for inactives: at the top dose activity change, negative = inhibition, hits mostly inhibitors; also: % is scaled to controls: 0 for no effect and ±100 for the full control effect; nearly all actives have a fitted effect of over 60% in size; inactives centre near -12
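1 nM enzyme complex + cpd, 15 min RT; start with Ub-Rho 150nM final; kinetic fluorescence ex 480/em 540, 6 reads q60 s. Buffer 50mM HEPES pH 7.8, 0.5mM EDTA, 0.1 mg/ml BSA, 1mM TCEP, 0.01% Tween-20.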
12-LOX inh: inhibitors of human 12S-lipoxygenase ALOX12; Potency, µM (series often up to 108 µM), for inactives: top-dose activity change, negative = inhibition, most hits filed as inhibitors; purified 12hLO, xylenol orange hydroperoxide absorbance; P18054; 580,000 compounds, 1.1% hits; AID 1671190; also: % is scaled to controls: 0 for no effect and ±100 for the full control effect
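Hydroperoxide product was detected by ferrous iron/xylenol orange as the 573 to 405 nm absorbance ratio. Arachidonic acid at 40 uM (final) was turned over for 30 min at room temperature by 150 nM human 12hLO, pH 7.0 Hepes buffer, after 15 min compound preincubation.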
rTrxR1 inhibitor: inhibitors of rat thioredoxin reductase 1; recombinant rTrxR1, NADPH fluorescence consumption, selenite substrate; Potency, µM (highest dose often 114 µM), inactives show top-dose activity change, negative = inhibition, usual class: inhibitors; 390,000 compounds, 1% hits; AID 588453; also: % is scaled to controls: 0 for no effect and ±100 for the full control effect; nearly all actives have a fitted effect of over 65% in size
Target sequence (O89049 whole entry, looked up): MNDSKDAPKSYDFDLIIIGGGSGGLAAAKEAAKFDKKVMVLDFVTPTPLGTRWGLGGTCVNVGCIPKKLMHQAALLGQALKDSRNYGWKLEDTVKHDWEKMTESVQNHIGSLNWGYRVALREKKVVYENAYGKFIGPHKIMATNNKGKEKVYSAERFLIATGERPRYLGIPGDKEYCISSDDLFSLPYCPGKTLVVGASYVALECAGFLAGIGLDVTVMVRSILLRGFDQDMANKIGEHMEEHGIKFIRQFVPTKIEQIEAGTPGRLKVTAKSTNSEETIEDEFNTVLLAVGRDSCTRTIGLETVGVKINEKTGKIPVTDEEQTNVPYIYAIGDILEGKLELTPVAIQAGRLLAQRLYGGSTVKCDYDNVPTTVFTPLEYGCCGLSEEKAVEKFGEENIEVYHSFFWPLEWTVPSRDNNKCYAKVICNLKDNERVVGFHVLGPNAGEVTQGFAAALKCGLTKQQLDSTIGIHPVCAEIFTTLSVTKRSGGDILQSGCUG
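Rat TrxR1 (90 nM in the dispensed reagent) was pre-reduced with 400 uM NADPH for 5 min at room temperature, then incubated with compound for 15 min. After 400 uM selenite was added, NADPH fluorescence (Ex 340/Em 450 nm) was followed for 8 min.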
Vif-APOBEC3F blk: inhibitors of Vif-A3F interaction; HeLa A3F-eYFP + Vif (tagged APOBEC3F with the HIV-1 protein that degrades it), YFP fluorescence increase; 390,000 compounds, 0.2% hits; AID 602313; Potency, µM (highest dose often 46.1 µM), inactives show at the highest dose activity, negative = active; also: % of control where 0% means no effect; nearly all actives have a fitted effect of over 65% in size
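Fluorescence increase (Ex 488/Em 500-530) after overnight compound treatment at 37 deg C flags inhibition of Vif-driven A3F-eYFP loss in stable HeLa A3F-eYFP/Vif cells seeded overnight beforehand.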
mIDH1 inhibitor: blocks human mutant IDH1 R132H enzyme | O75874 | IDH1-R132H enzyme, NADPH consumption, diaphorase/resazurin fluorescence | Potency, µM (doses to about 76.6 µM), without a hit: top-dose activity change, negative = inhibition, actives largely listed as inhibitors | 390,000 compounds, 0.093% hits | AID 602179; also: % is scaled to controls: 0 for no effect and ±100 for the full control effect; nearly all actives have a fitted effect of over 65% in size
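IDH1-R132H (0.5 ug/mL) preincubated 30 min with compound, then NADPH (0.016 mM) and alpha-KG (2 mM) added; 80 min at RT, pH 7.5. Remaining NADPH coupled via diaphorase/resazurin to fluorescence (540/590 nm); concentration-response curves normalized to no-enzyme control.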
TrxR1 substrate: rat thioredoxin reductase 1 substrate activity; purified TrxR1 substrate turnover, NADPH consumption readout; O89049; 390,000 compounds, 0.01% hits; Potency, µM (top dose mostly 114 µM), inactives show top-dose activity change, negative = substrate turnover; also: % is scaled to controls: 0 for no effect and ±100 for the full control effect; nearly all actives have a fitted effect of over 50% in size
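Rat TrxR1, dispensed at 90 nM, was prereduced with 400 uM NADPH (final) for 5 min at ~22 deg C, then incubated with compound 15 min before 400 uM selenite. A first-read NADPH fluorescence drop versus no-compound background flagged substrates.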
Vif-A3G inh: inhibitors of Vif-APOBEC3G interaction. Potency, µM (doses to about 46.1 µM), for inactives: top-dose activity, negative = active, actives largely listed as inhibitors. HeLa A3G-eYFP + Vif (tagged APOBEC3G with the HIV-1 protein that degrades it), YFP fluorescence, overnight. 410,000 compounds, 0.076% hits. Q9HC16;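 also: % is scaled to controls: 0 for no effect and ±100 for the full control effect; nearly all actives have a fitted effect of over 60% in size; hits raise eYFP signal because A3G escapes Vif-driven loss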
Target sequence (Q9HC16 whole entry, looked up): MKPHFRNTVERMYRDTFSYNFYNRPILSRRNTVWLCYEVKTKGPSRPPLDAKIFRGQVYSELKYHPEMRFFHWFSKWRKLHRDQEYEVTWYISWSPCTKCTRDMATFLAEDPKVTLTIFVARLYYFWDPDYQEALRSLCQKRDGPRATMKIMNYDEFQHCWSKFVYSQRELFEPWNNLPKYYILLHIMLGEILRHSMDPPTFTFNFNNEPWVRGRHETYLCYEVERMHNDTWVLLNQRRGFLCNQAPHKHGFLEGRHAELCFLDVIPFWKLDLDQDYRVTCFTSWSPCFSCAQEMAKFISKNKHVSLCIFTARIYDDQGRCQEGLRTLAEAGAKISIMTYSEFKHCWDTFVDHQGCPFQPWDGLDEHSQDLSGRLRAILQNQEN
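Read-out is eYFP fluorescence (Ex 488/Em 500-530) from Vif-expressing HeLa A3G-eYFP cells; more signal means A3G escaped Vif-mediated degradation. Cells plated overnight, compound pinned in, incubated overnight at 37 deg C.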
RGS4 inh: blocks human RGS4-accelerated GTP hydrolysis | AID 504845 | Transcreener GDP fluorescence polarization, RGS4-accelerated GTP hydrolysis | 390,000 compounds, 0.039% hits | Potency, µM (highest dose often 114 µM), without a hit: at the highest dose activity change, negative = inhibition, actives largely listed as inhibitors | P49798; also: % is scaled to controls: 0 for no effect and ±100 for the full control effect; nearly all actives have a fitted effect of over 75% in size; some results filed as inactive show a strong effect at the top dose
Target sequence (P49798 whole entry, looked up): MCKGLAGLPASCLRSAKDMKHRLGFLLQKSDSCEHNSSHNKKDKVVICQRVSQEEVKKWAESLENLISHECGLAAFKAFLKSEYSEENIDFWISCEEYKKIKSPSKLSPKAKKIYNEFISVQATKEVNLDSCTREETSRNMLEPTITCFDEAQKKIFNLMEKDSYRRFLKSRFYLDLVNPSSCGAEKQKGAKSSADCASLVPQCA
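MLSMR compounds (23 nl, pin-transferred) preincubated 10 min at room temperature with a 500nM (2x) first reagent, then RGS4 at 900nM (2x) plus Transcreener GDP mix added; fluorescence polarization (620/688 nm) read before and after 90 min at 30 °C.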
RXFP1 agonist: activates the human relaxin receptor RXFP1. Q9HBX9. HEK293T-RXFP1 cAMP TR-FRET, 30 min; response scale: percent of porcine relaxin response, buffer zero. Potency, µM (titrated, usually from 57.5 µM), for the others: top-dose activation, actives largely listed as activators. 370,000 compounds, 0.3% hits; also: % is scaled to controls: 0 for no effect and ±100 for the full control effect; nearly all actives have a fitted effect of over 60% in size; many of its hits are not listed in these tables
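Agonist response is measured as cAMP accumulation in an RXFP1-transfected HEK293T line under PDE4 inhibition. Values are scaled between buffer-only and 29 nM porcine relaxin, and EC50s come from standard Hill equation fits.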
* marks the source's active call; other numbers are inactive results; ? = inconclusive; nt = not tested or not shown; [ ] = dose if it differs, or a comment. Calls follow the shape of the dose curve; as a rule, active = well fitted curve in the direction sought with a large enough effect; inconclusive = small, poorly fitted or top-dose-only effect, or another doubt; inactive = no such curve, though single readings can be large; an effect the other way counts as inactive or inconclusive. Potency is read from the fitted curve at half-maximal effect. Some of the compounds tested (hit frequency here may not be typical).

A first look, 2 compounds:
SMILES	USP1 inh	12-LOX inh	rTrxR1 inhibitor	Vif-APOBEC3F blk	mIDH1 inhibitor	TrxR1 substrate	Vif-A3G inh	RGS4 inh	RXFP1 agonist
CCOC(=O)CNc1c(-c2ccccc2)nc2ccc(Cl)cn12	-18%	-12%	-3%	nt	18%	-3%	0%	8%	-0.5%
COc1ccccc1NC(=O)CSC1=Nc2ccccc2C2=NC(CCC(=O)NCc3cccs3)C(=O)N12 (stereo not drawn)	-11%	5%	12%[57.1 µM]	2%	12%	4%[57.1 µM]	1%	-13%	6.1%

Results, repeating the preview:
SMILES	USP1 inh	12-LOX inh	rTrxR1 inhibitor	Vif-APOBEC3F blk	mIDH1 inhibitor	TrxR1 substrate	Vif-A3G inh	RGS4 inh	RXFP1 agonist
CCOC(=O)CNc1c(-c2ccccc2)nc2ccc(Cl)cn12	-18%	-12%	-3%	nt	18%	-3%	0%	8%	-0.5%
COc1ccccc1NC(=O)CSC1=Nc2ccccc2C2=NC(CCC(=O)NCc3cccs3)C(=O)N12 (stereo not drawn)	-11%	5%	12%[57.1 µM]	2%	12%	4%[57.1 µM]	1%	-13%	6.1%
CSCC[C@H](NC(=O)N1CCn2c1nc1ccccc12)C(=O)NCc1ccccc1	-14%	15%	18%[57.1 µM]	-13%	-8%	4%[57.1 µM]	0%	-19%[56.9 µM]	-0.1%
CCn1nc(C)cc1C(=O)n1nc(C)c(Sc2ncccn2)c1C	-9%	0%	12%[57.1 µM]	1%	4%	-6%[57.1 µM]	0%	-24%	0.2%
CCCCOC(=O)C(C#N)c1nc2ccccc2nc1N1CCN(Cc2ccc3c(c2)OCO3)CC1 (stereo not drawn)	-1%	0%	13%[57.1 µM]	?	2%	9%[57.1 µM]	1%	-12%	2.6%
O=C(NC(=S)N(CCO)Cc1ccccc1)c1cc(Br)ccc1Cl	-3%	7%	1%	?	5%	5%	-1%	-20%	-2.4%
COC(=O)c1c(C)nn(-c2ccc(F)c(Cl)c2)c1-c1cc(C)on1	-9%	5%	15%	4%	-2%	-5%	-6%	3%	1.3%
Cc1ccccc1-c1nnc(Cc2ccccc2)o1	-18%	43%[activator]	-1%	-5%	6%	-2%	0%	-4%	1.4%
CCN(C[C@H]1N[C@@](CC)(C(=O)OC)[C@H]2C(=O)N(C)C(=O)[C@@H]12)S(=O)(=O)c1ccc(F)cc1	-18%	-22%	4%	1%	-10%	-1%	1%	3%	nt
O=C(NCc1cccc(C(F)(F)F)c1)C1CCCN(c2ncccn2)C1 (stereo not drawn)	4%	-8%	13%	-3%	5%	6%	3%	-19%	3.1%
Cc1cccc(-c2cc(C(=O)N3CCCc4ccccc43)c3ccccc3n2)c1	-17%	-18%	15%	-6%	2%	0%	0%	-18%	0.1%
Cc1c(C)n(C)c2ccc(C(=O)NCCN3CCOCC3)cc12	-10%	-1%	-10%	-9%	-17%	1%	0%	7%	-3.3%
CN(C)S(=O)(=O)c1ccc(N2CCN(S(=O)(=O)c3ccc(F)cc3)CC2)c(Cl)c1	-19%	0%	20%	4%	0%	9%	0%	-6%	1.8%
CN1CCN(c2ncnc3c2[nH]c2ccc(F)cc23)CC1	-18%	15%	12%[57.1 µM]	0%	10%	4%[57.1 µM]	1%	-16%	1.9%
Cc1cc(C)c(S(=O)(=O)NCCn2ccc3ccccc32)c(C)c1	-16%	-4%	12%[57.1 µM]	-27%	6%	-6%[57.1 µM]	0%	-3%	1.7%
COc1ccc(S(=O)(=O)NCc2csc(C)n2)cc1	-11%	479%[activator]	-10%	0%	8%	-4%	1%	-2%	-0.2%
Cc1ccc(S(=O)(=O)N2CCOCC2)cc1C(=O)NC(=S)N1CC(C)OC(C)C1 (stereo not drawn)	-13%	15%	22%	-6%	-7%	0%	-5%	-9%	6.2%
Cc1noc(C)c1COc1ccc(C(=O)N2CCN(S(=O)(=O)c3ccc(F)cc3)CC2)cc1	-15%	4%	12%	1%	4%	-3%	1%	-4%	nt
CNC(=O)C1CC(=O)N/C(=N/N=C(\C)c2cccs2)S1 (stereo not drawn)	-18%	-1%	1%	-3%	-1%	-9%	1%	-7%	0.4%
COc1ccc(NC(=O)N(C)C[C@H]2Oc3ccc(NC(=O)Nc4ccc(C(F)(F)F)cc4)cc3C(=O)N([C@H](C)CO)C[C@@H]2C)cc1	-25%	?	8%	6%	8%	-1%	3%	-28%	nt
Cc1ccc2c(cnn2C(=O)CCCC(=O)NCc2cccc(F)c2)c1	-10%	8%	6%[57.1 µM]	-8%	-4%	6%[57.1 µM]	0%	-3%	5.0%
COC(=O)Cc1c(O)ccn(Cc2ccc(Cl)c(Cl)c2)c1=O	-18%	8%	-6%	6%	0%	0%	0%	12%	3.4%
C/C(=N\Nc1nncc2ccccc12)c1ccc(O)cc1	-4%	-13%	-6%	7%	0%	0%	1%	-2%	0.6%
COC(=O)CCc1c(C)c(C(=O)c2cccc(OC)c2OC)c2ccccn12	-24%	-9%	13%	1%	10%	1%	1%	20%	7.9%
CC(C)Oc1ccc(Cc2cnc(N)nc2N)cc1	-9%	-4%	9%	10%	2%	-1%	1%	-2%	-0.9%
OC(COC(c1ccccc1)c1ccccc1)CN1CCOCC1 (stereo not drawn)	-11%	4%	?	3%	3%	0%	2%	-41%	-0.2%
CC(Sc1nnc(Cc2ccc3c(c2)OCO3)o1)C(N)=O (stereo not drawn)	-3%	7%	1%[57.1 µM]	-11%	-2%	7%[57.1 µM]	1%	-5%	0.2%
O=C(CN1CCCCC1)Nc1ccccc1C(=O)NC1CC1	4%	-2%	-1%	3%	0%	-3%	-1%	9%	3.2%
O=C(Nc1ccc(C(F)(F)F)cc1)C1CCCCN1S(=O)(=O)c1ccccc1 (stereo not drawn)	-11%	?	1%	-9%	-1%	-14%	-6%	-15%	-0.7%
O=c1ccc(S(=O)(=O)N2CCCC2)cn1Cc1ccc(Cl)cc1Cl	-10%	?	8%	3%	3%	-6%	2%	20%	7.0%
C=CCc1cccc2cc(C(=O)NC3CCCC3)c(=O)oc12	-13%	-1%	28%[57.1 µM]	-7%	4%	8%[57.1 µM]	0%	-12%	0.5%
CCOC(=O)C1=C(CS(=O)(=O)c2ccccc2)NC(=O)NC1c1ccc(O)c(OC)c1 (stereo not drawn)	-12%	-13%	24%	-9%	4%	8%	1%	-1%	1.8%
CC(NC(=O)/C(C#N)=C/c1ccc(C(=O)O)cc1)c1ccccc1 (stereo not drawn)	-16%	16%	?	7%	5%	-7%	-5%	-12%	-2.6%
O=C(CCC(F)(F)F)N1CCCC(N2CCN(c3cccc(Cl)c3)CC2)C1 (stereo not drawn)	-5%	0%	0%	0%	-4%	-5%	0%	5%	nt
O=C(COC(=O)CCc1ccccc1)NCc1ccccc1	-23%	-11%	18%	-1%	-4%	2%	1%	-4%	0.4%
O=C(Nc1cccc(S(=O)(=O)N2CCOCC2)c1)C1CCN(S(=O)(=O)c2ccccc2)CC1	-13%	173%[activator]	14%	1%	-4%	2%	-11%	-1%	0.6%
O=C(CSc1ccc(-c2ccc(F)cc2)nn1)N1CCCc2ccccc21	-18%	7%	-9%	4%	9%	-6%	-3%	-6%	0.0%
CCOC(=O)c1c(NC(=O)CSc2nnc(CNc3ccc(Cl)cc3)o2)sc(C)c1C	-14%	-23%	-19%	nt	4%	-2%	-7%	-24%	1.0%
COc1ccc(-c2noc(=O)n2CC(=O)N2CCC(Cc3ccccc3)CC2)cc1	-18%	-1%	14%	-13%	-5%	1%	-2%	-9%	-0.7%
Cc1ccc(OCc2n[nH]c(=S)n2Cc2ccccc2)cc1	-17%	-22%	-4%[57.1 µM]	-48%	4%	5%[57.1 µM]	-1%	-37%	3.4%
CC(C)CC(N=Cc1c(O)c2ccccc2oc1=O)C(=O)O (stereo not drawn)	-25%	5%	7%[57.1 µM]	16%	-4%	1%[57.1 µM]	-7%	0%	25%

Taken from the results shown for reference:
SMILES	USP1 inh	12-LOX inh	rTrxR1 inhibitor	Vif-APOBEC3F blk	mIDH1 inhibitor	TrxR1 substrate	Vif-A3G inh	RGS4 inh	RXFP1 agonist
CCOC(=O)CNc1c(-c2ccccc2)nc2ccc(Cl)cn12	-18%	-12%	-3%	nt	18%	-3%	0%	8%	-0.5%
COc1ccccc1NC(=O)CSC1=Nc2ccccc2C2=NC(CCC(=O)NCc3cccs3)C(=O)N12 (stereo not drawn)	-11%	5%	12%[57.1 µM]	2%	12%	4%[57.1 µM]	1%	-13%	6.1%
CSCC[C@H](NC(=O)N1CCn2c1nc1ccccc12)C(=O)NCc1ccccc1	-14%	15%	18%[57.1 µM]	-13%	-8%	4%[57.1 µM]	0%	-19%[56.9 µM]	-0.1%
CCn1nc(C)cc1C(=O)n1nc(C)c(Sc2ncccn2)c1C	-9%	0%	12%[57.1 µM]	1%	4%	-6%[57.1 µM]	0%	-24%	0.2%
